PI5P4K alpha inh: inhibitors of human PI5P4K alpha; P48426; PI5P4Kalpha enzyme, ADP-Glo luminescence, 60 min; active compounds read low; actives 1.2% (n = 330,000); max response, %; active means max response of -50% or lower; inconclusive means between -30% and -50%; inactive means -30% or higher; further: value at the top dose of about 77 µM; on the % scale 0 is the no-effect control and ±100 the full control effect
Target sequence (P48426 whole entry, looked up): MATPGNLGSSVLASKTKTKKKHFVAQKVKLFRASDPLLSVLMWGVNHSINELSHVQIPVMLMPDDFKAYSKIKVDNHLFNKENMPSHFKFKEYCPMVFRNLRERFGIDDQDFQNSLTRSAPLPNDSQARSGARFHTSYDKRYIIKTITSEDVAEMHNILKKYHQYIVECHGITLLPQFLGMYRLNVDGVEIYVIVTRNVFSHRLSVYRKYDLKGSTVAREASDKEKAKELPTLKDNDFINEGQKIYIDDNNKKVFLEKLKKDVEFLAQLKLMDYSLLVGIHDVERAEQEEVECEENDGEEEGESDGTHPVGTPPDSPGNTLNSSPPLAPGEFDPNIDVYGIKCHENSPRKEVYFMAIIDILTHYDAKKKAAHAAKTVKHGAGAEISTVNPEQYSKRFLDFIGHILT
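Enzyme plus substrate dispensed, test compounds pinned in, then ATP (5 microM final) added. After 60 min at RT, ADP-Glo reagent 1 for 45 min and reagent 2 for 30 min preceded luminescence imaging.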
EPAC1 agonist: agonists of human EPAC1 | O95398 | EPAC1 agonist qHTS, biochemical assay; response scale: 100% = response to 6.5 mM cAMP | Potency, µM (doses to about 154 µM), for the others: top-dose activation, actives largely listed as activators | actives 0.073% (n = 360,000) | AID 720707; further: potency means the concentration at half of the fitted maximal effect; nearly all actives have a fitted effect of over 60% in size
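Fluorescent GDP-exchange assay: 100 nM EPAC1 with 250 nM Rap1B preloaded with BODIPY-GDP and 50 uM GDP; compounds tested as concentration series, 5 min at room temperature, then read every 5 min for 30 min (ex 480/em 540 nm); normalized to 6.5 mM cAMP.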
PLK1 PBD inh: PLK1 (human) polo-box domain binding inhibition. P53350. Plk1 PBD binding of FITC phosphopeptide, fluorescence polarization. Potency, µM, inactives show max response, negative = inhibition, most hits filed as inhibitors. actives 2.8% (n = 360,000). AID 720504; further: potency means the concentration at half of the fitted maximal effect; series mostly up to about 57 µM; on the % scale 0 is the no-effect control and ±100 the full control effect; nearly all actives have a fitted effect of over 65% in size
GLP1R ag: agonists of human GLP-1 receptor; P43220; Potency, µM (series often up to 45.6 µM), inactives show at the highest dose activation, hits mostly activators; actives 0.007% (n = 380,000); HEK293 GLP-1R CRE-luciferase, luminescence, 4-6 h; cells express a hypersensitive GLP-1R form; AID 624172; further: potency means the concentration at half of the fitted maximal effect; % of control where 0% means no effect
Target sequence (P43220 whole entry, looked up): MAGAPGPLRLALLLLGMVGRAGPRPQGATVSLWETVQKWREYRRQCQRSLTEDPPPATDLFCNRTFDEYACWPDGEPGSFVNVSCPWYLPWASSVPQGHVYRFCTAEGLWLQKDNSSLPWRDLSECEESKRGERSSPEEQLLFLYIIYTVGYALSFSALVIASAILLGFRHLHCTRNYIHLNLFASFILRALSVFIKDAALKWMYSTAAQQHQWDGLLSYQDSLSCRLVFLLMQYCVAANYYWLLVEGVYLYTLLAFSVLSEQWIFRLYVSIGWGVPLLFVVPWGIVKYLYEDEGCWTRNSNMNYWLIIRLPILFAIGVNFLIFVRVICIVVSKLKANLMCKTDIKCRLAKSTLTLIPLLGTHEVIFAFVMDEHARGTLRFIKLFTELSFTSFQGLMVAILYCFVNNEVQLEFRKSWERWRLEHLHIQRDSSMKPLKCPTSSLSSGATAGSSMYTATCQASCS
IL2 activator: IL-2 activation; IL-2 activation reporter assay, cell-based qHTS; stimulated with anti-CD3/CD4/CD28 beads; in transgenic mouse T cells; activation, % (series mostly up to about 46 µM); actives 0.065% (n = 360,000); in the data active means activation above about 50%; inconclusive means mostly about 30% to 49%; further: 0% is about no effect
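Screening format: compound pinned onto unstimulated transgenic mouse T cells, 60 min incubation, then anti-CD3/anti-CD4/anti-CD28 bead stimulation for 18 hours at 37 degrees C, followed by EGFP and DsRed detection.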
PTHR1 agonist: PTHR1 (human) receptor agonism. Q03431. HEK293 GP2 PTHR1 cells, GloSensor cAMP luminescence, 1 h. Potency, µM (doses to about 115 µM), for the others: top-dose activation, actives largely listed as activators. actives 0.075% (n = 410,000); further: potency means the concentration at half of the fitted maximal effect; nearly all actives have a fitted effect of over 55% in size; some results filed as inactive show a strong effect at the top dose; inactives centre near -15; many of its hits are not listed in these tables
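HEK-293-derived GP2 cells expressing PTHR1 and a GloSensor cAMP reporter, 3,000/well, plated overnight, given luciferin plus IBMX (each 0.5 mM as added) for 1 h at 37 °C, then compound for 1 h at 37 °C. Luminescence was read after 15 min at room temperature.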
GLP-1R inv ag: inverse agonists of human GLP-1 receptor. P43220. HEK293 GLP-1R CRE-luciferase, luminescence, 24 h; GLP-1R form is constitutively active. Potency, µM (highest dose often 38.3 µM), for inactives: at the highest dose activity change, negative = inhibition, most hits filed as inhibitors. actives 1.6% (n = 410,000). AID 624417; further: potency means the concentration at half of the fitted maximal effect; on the % scale 0 is the no-effect control and ±100 the full control effect; nearly all actives have a fitted effect of over 55% in size
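Stable HEK293 clone (constitutively active GLP-1R + cAMP-response luciferase); 200 cells/uL plated, 12 h pre-culture, compound 24 hr, 37 deg C/5% CO2; detection reagent 12 min RT; luminescence.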
EPAC1 antag: blocks human EPAC1 exchange factor; O95398; actives 0.14% (n = 360,000); Potency, µM (top dose mostly 115 µM), for inactives: at the top dose activity change, negative = inhibition, actives largely listed as inhibitors; EPAC1 GEF assay, Rap1b-BODIPY-GDP exchange fluorescence;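 further: potency means the concentration at half of the fitted maximal effect; plate controls were vehicle for no effect and positive control for full effect; nearly all actives have a fitted effect of over 50% in size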
HEK293 tox: cytotoxicity counter-screen for GLP-1 receptor inverse agonists | actives 0.13% (n = 410,000) | HEK293 cAMP-luciferase reporter cells, luminescence, 24 h | Potency, µM (titrated, usually from 38.3 µM), inactives show top-dose activity change, negative = inhibition, hits mostly inhibitors;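 further: loss of luciferase light is scored as toxicity; potency means the concentration at half of the fitted maximal effect; on the % scale 0 is the no-effect control and ±100 the full control effect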
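Luminescence readout: signal drop marks cytotoxicity. Plated cells grew 12 h at 37 °C, 5% CO2, received 23 nL compound for 24 h, then got luciferase reagent, read after 12 min at RT.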
Numbers without * were called inactive; i = inactive; ? = inconclusive; nt = not tested or not shown; & = joins results of further samples; [ ] = dose if it differs, or a comment. Unless noted, the call rests on the fitted dose curve; in most records, active means well fitted curve in the direction sought with a large enough effect; inconclusive means small, poorly fitted or top-dose-only effect, or another doubt; inactive means no such curve, though single readings can be large; an effect the other way counts as inactive or inconclusive.

SMILES	PI5P4K alpha inh	EPAC1 agonist	PLK1 PBD inh	GLP1R ag	IL2 activator	PTHR1 agonist	GLP-1R inv ag	EPAC1 antag	HEK293 tox
COCCn1c(-c2ccccc2)cnc1N	-3	-4%	-10%	1%	-1.6	-3%	1%	-18%	1%
Cc1ccc(NC(=O)C2CCN(S(=O)(=O)c3cccs3)CC2)cc1	5	9%	2%	1%	-1.4	-24%&-71%	-12%&-31%	-18%	-18%&-7%
Cc1cccc(OCCSc2cc(C)nc(N)n2)c1	-7	2%	-6%	?	-0.4	-10%[57.5 µM]	15%	-12%	-1%
Cc1ccc(Nc2nc(NCCCN3CCOCC3)nc(N)c2[N+](=O)[O-])cc1	0	-5%	-10%	4%	-1.6	-2%	35%[activator]	-10%	3%
O=C(CCc1nnc(CCCCc2ccccc2)o1)NCCC1CCCCO1 (stereo not given)	1	-9%	-8%	6%	-0.5	-4%	-18%	5%	3%
O=C(CC1Nc2cccc3cccc(c23)NC1=O)Nc1ccccc1 (stereo not given)	?	-5%	-7%	2%	0.2	i	?	-8%	-2%
CC(CCc1ccccn1)C(=O)c1ccccc1 (stereo not given)	6	-3%	1%	10%	3.9	i	-3%	-1%	-1%
CCOC(=O)c1nn(-c2cccc(OC)c2)c2nc(Nc3ccccc3)cc(=O)n12	1	0%	20%	0%	-2.5	-3%	-12%	17%	16%
COc1cccc(Nc2ncnc3nc[nH]c23)c1	-3	4%	2%	-3%	-0.5	-31%[inhibitor]	10%	2%	-2%
O=C(Cc1c(Cl)cccc1Cl)Nc1cccnc1	4	-2%	-3%	10%	0.9	-1%	-6%	-3%	-2%
CC1(C(=O)O)CCCN(C(=O)c2ccc(F)cc2Cl)C1 (stereo not given)	4	3%	-6%	5%	-0.2	-25%	4%	5%	-3%
O=C(O)c1ccc(NS(=O)(=O)c2cccc(C(=O)Nc3ccccc3[N+](=O)[O-])c2)cc1	-4	15%	2%	-5%	-2.3	i	19%	-17%	5%
CCNC(=O)NC(=O)C(C)Sc1ncc(C(F)(F)F)cc1Cl (stereo not given)	-7	-20%	-6%	10%	-4.2	i	?	-5%	7%
Cc1ccc(-c2csc(NC(=O)/C=C/c3ccco3)c2C(=O)O)cc1	-71*	2%	?	0%	-3.0	-30%	-25%	?	-22%
O=S(=O)(NC1C2CC3CC(C2)CC1C3)c1ccc(F)cc1 (stereo not given)	-10	19%	-7%	0%	-1.3	-3%	-21%	-24%	12%
COCCNC(=O)Cn1cc(C(=O)c2cccs2)c2ccccc21	-3	5%	-11%	-11%	2.1	i	-5%	-6%	2%
S=C(NCc1ccco1)N1CCN(C/C=C/c2ccccc2)CC1	-1	-1%	0%	10%	-2.2	-11%	?	6%	-6%
COc1ccccc1NC(=O)CSc1nnc(C2CCCCC2)n1N	-2	-8%	0%	-2%	-0.2	i	-4%	-10%	-10%
Cc1ccc(OCCC(=O)NNC(=O)c2cc(C)oc2C)cc1	-1	-20%	-2%	-3%	0.7	i	13%	-5%	1%
CN(C(=O)c1cccc(C(F)(F)F)c1)C1CCCc2ccccc21 (stereo not given)	13	0%	-8%	25%	-0.6	-8%	?	-8%	2%
Cn1nc(C(F)(F)F)cc1C(=O)Nc1ccc(Cl)cc1	-1	-12%	-4%	8%	-0.7	-19%	?	-2%	10%
O=C(N/N=C/c1ccc(-c2cccc([N+](=O)[O-])c2)o1)c1ccc([N+](=O)[O-])cc1	-9	-3%	-15%	0%	1.3	i	10%	-12%	-2%
O=S(=O)(CCc1ccncc1)Cc1ccc2c3c(cccc13)CC2	-10	12%	0%	6%	0.4	-25%	4%	-4%	1%
CC(=O)Nc1ccc(S(=O)(=O)Nc2nccc(/C=C/c3ccc(Cl)cc3)n2)cc1	-7	10%	-8%	-2%	-0.5	-29%	87%[activator]	-3%	1%
CCOC(=O)NC(=O)COC(=O)CCCc1nc2ccccc2s1	6	0%	-10%	2%	-3.6	-11%	9%	?	8%
COc1ccc(C2=NS(=O)(=O)N(C)C(C(=O)Nc3cc(C)ccc3O)=C2)cc1OC	9	-7%	-2%	-2%	-2.6	-53%&-88%[inhibitor]	29%&57%	?	-20%&5%
Nc1cc2c(cc1C(=O)c1cccc(Br)c1)OCCO2	3	16%	-7%	15%	-1.1	i	?	23%	-19%
COc1ccc(CC(=O)O/N=C(\N)c2ccccc2)cc1OC	2	14%	-4%	?	0.7	-19%	37%[activator]	-4%	9%
CCc1nc2ccccc2n1CC(O)COCC1CC=CCC1 (stereo not given)	-1	-2%	-10%	-5%	-3.0	i	-23%	7%	6%
COc1ccc2c(c1)C(C)CC(C)(C)N2C(=O)Nc1ccccc1 (stereo not given)	0	-2%	-17%	-1%	1.6	-5%	25%	5%	4%
C#CCOCCOCCOCCNc1nc(N2CCN(C(=O)Cn3cc(CCCN=C(N)N)nn3)CC2)nc(N2CCN(C(=O)[C@H](CCCCN)n3cc(CCCC)nn3)CC2)n1	0	-14%	4%	-3%	-0.2	-6%	16%	-6%	4%
CCCC(=O)N(C)c1nnc(-c2ccc(OC)cc2)s1	1	16%	?	-8%	-1.1	-66%[inhibitor]	11%	-9%	-14%
C=CCNC(=O)/C(=C/c1ccccc1OCC)NC(=O)c1ccccc1	-4	2%	0%	-12%	-0.2	i	0%	-2%	-11%
Cc1ccc(S(=O)(=O)N(C)c2ccccc2C(=O)Nc2ccc3c(c2)OCCO3)cc1	-2	1%	-1%	3%	-0.5	i	-2%	-30%	-18%
COc1c(O)ccc(/C=N/NC(=O)c2ccc3c(c2)OCCO3)c1[N+](=O)[O-]	1	9%	-18%	17%	0.2	-13%	41%[activator]	-10%	-8%
CN(C)c1cc[n+](CC(=O)N2c3ccccc3Sc3ccccc32)cc1	1	3%	-11%	-6%	-0.1	i	0%[0.307 µM]	-1%	-1%[0.307 µM]
O=C(COC(=O)CCSc1ccc(Cl)cc1)NCc1ccccc1Cl	7	15%	-13%	0%	-5.6	1%	11%	?	12%
COCCCn1c(=S)[nH]c2ccc(N3CCOCC3)cc2c1=O	-6	-8%	-2%	3%	0.3	-11%[57.5 µM]	82%[activator]	1%	18%
CC1CCN(C(=O)Oc2ccccc2)CC1	11	-16%	-9%	27%	-2.6	-11%	-11%	-6%	-2%
O=c1c2cc(NC(=S)N3CCCCCC3)ccc2nc2n1CCCCC2	1	10%	-11%	12%	-1.9	-4%	-30%	-19%	10%
Cc1cccc(OCCC(=O)OC(C)C(=O)Nc2ccc(Cl)cn2)c1 (stereo not given)	19	-4%	0%	-5%	-1.5	i	-10%	-13%	-2%
CCNC(=O)N(C)c1c(CC)nc2ccc(C(=O)N3CCN(C(=O)c4ccco4)CC3)cn12	0	1%	-5%	7%	0.1	i	14%	-5%	2%
Cc1ccc(NC(=O)COC(=O)C2CCC2)cc1S(=O)(=O)N1CCOCC1	3	-7%	0%	0%	-0.6	i	13%	11%	2%
C=CCC1(Cl)C(=O)C(Cl)=C(N2CCOCC2)C1(OC)OC (stereo not given)	-10	3%	-4%	0%	-0.3	-3%	3%	-3%	6%
OCCCCNCc1ccc(OCc2ccc(Cl)cc2)cc1	nt	16%	-8%	-2%	-1.6	i	?	-3%	39%[activator]
CN(C)/N=C1\CCS(=O)(=O)c2sccc21	-10	0%	-10%	-4%	0.5	i	15%	?	1%
CN(CCc1cnn(C)c1)Cc1nc(CC2CC2)no1	4	-5%	1%	13%	-0.2	-1%	11%	-13%	-26%
Cc1ccsc1-c1ccnc(-n2cccc2)n1	1	19%	2%	0%	1.5	-12%	2%	-4%	5%
CC(On1c(-c2ccccc2)nc2ccc(Cl)cc21)C(=O)O (stereo not given)	1	1%	-10%	8%	-1.7	-4%	13%	2%	-3%
O=C(Cc1n[nH]c(=O)c2ccccc12)NCc1ccccc1	2	-4%	2%	1%	-4.5	i	12%	15%	-11%
CCOc1cccc2cc(C(C)=O)oc12	-6	-2%	-1%	4%	0.0	i	4%	-20%	-9%
C#CCOCCOCCOCCNc1nc(N2CCN(C(=O)[C@H](CCCCN)n3cc(CN)nn3)CC2)nc(N2CCN(C(=O)[C@H](CC(N)=O)n3cc(C(N)[C@H](C)CC)nn3)CC2)n1 (stereo not given in full)	1	4%	-9%	-5%	1.6	i	9%	3%	-8%
COc1cccc(CNC(=O)[C@H](CCSC)NC(=O)N2CCn3c2nc2ccccc23)c1	1	13%	-17%	12%	5.9	-7%	?	-4%	-19%
Cc1cccc(-c2nc3ccccc3c3nncn23)c1	7	4%	-4%	18%	-2.6	i	8%	-7%	-16%

Reformatted as a markdown table: four of the compounds above
| Structure | PI5P4K alpha inh | EPAC1 agonist | PLK1 PBD inh | GLP1R ag | IL2 activator | PTHR1 agonist | GLP-1R inv ag | EPAC1 antag | HEK293 tox |
| --- | --- | --- | --- | --- | --- | --- | --- | --- | --- |
| O=C(Cc1n[nH]c(=O)c2ccccc12)NCc1ccccc1 | 2 | -4% | 2% | 1% | -4.5 | i | 12% | 15% | -11% |
| COc1cccc(CNC(=O)[C@H](CCSC)NC(=O)N2CCn3c2nc2ccccc23)c1 | 1 | 13% | -17% | 12% | 5.9 | -7% | ? | -4% | -19% |
| C#CCOCCOCCOCCNc1nc(N2CCN(C(=O)[C@H](CCCCN)n3cc(CN)nn3)CC2)nc(N2CCN(C(=O)[C@H](CC(N)=O)n3cc(C(N)[C@H](C)CC)nn3)CC2)n1 (stereo not given in full) | 1 | 4% | -9% | -5% | 1.6 | i | 9% | 3% | -8% |
| CN(CCc1cnn(C)c1)Cc1nc(CC2CC2)no1 | 4 | -5% | 1% | 13% | -0.2 | -1% | 11% | -13% | -26% |

Looked up above.
Cc1cccc(OCCC(=O)OC(C)C(=O)Nc2ccc(Cl)cn2)c1 (stereo not given) @ PLK1 PBD inh = 0%
Cc1cccc(OCCSc2cc(C)nc(N)n2)c1 @ HEK293 tox = -1%
CN(C)c1cc[n+](CC(=O)N2c3ccccc3Sc3ccccc32)cc1 @ PLK1 PBD inh = -11%
CC(=O)Nc1ccc(S(=O)(=O)Nc2nccc(/C=C/c3ccc(Cl)cc3)n2)cc1 @ GLP-1R inv ag = 87%[activator]
CCCC(=O)N(C)c1nnc(-c2ccc(OC)cc2)s1 @ GLP1R ag = -8%

High-throughput results as filed in PubChem BioAssay.

Only part of the results is shown (hit frequency here may not be typical).
